# MEKK3 PB1 HTS – modulators of MEKK3-MEK5 PB1 binding, primary screen, biochemical, wildtype MEKK3, multiplex bead flow cytometry, Alexa488-MEK5. Mitogen-activated protein kinase kinase kinase 3 (Homo sapiens), Q99759. bead-based flow cytometry, Alexa488-MEK5 binding to MEKK3; actives lie on both sides; 0 = blocked by unlabeled MEK5, 100 = vehicle. binding response (% of control), % at 10 µM. hit rate 1.4% among 290,000. AID 1529, 2009;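 active = binding response more than 3 SD above or below the average of its plate-row segment, actives on both sides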;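 also: Alexa488 bead fluorescence after subtracting the streptavidin-only scavenger bead signal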
# GalR3 antagonist – GalR3 antagonists in HEK293 cells, primary screen, cell-based, fluorescence readout. HEK293 GalR3-CNG cAMP membrane potential fluorescence; galR3 body fused to GalR1 C-terminus. hit rate 0.44% among 360,000. inhibition, % at 3 µM. Galanin receptor type 3 (Homo sapiens), O60755;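 active = inhibition above the screen-wide average plus 3 SD, cut at about 13% in these data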;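 also: forskolin and galanin both at EC90 stimulate the cells; cAMP rise reported by CNG channel membrane potential dye signal; 0% = forskolin plus galanin with DMSO and 100% = forskolin alone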
# Target sequence (O60755 1-299 limits assumed): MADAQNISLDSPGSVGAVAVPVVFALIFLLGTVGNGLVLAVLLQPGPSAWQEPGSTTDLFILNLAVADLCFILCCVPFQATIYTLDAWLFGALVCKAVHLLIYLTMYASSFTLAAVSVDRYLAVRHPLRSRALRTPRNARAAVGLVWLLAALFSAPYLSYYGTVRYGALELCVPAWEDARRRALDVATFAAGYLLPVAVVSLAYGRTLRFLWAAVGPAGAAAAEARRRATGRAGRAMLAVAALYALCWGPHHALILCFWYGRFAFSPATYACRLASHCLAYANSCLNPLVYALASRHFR
# PHOSPHO1 block – PubChem AID 1565; inhibition, % at 13.3 µM; hit rate 1.1% among 290,000; recombinant PHOSPHO1, absorbance phosphatase assay; Phosphoethanolamine/phosphocholine phosphatase (Homo sapiens), Q8TCT1; in the data active = inhibition above about 60%
# Target sequence (Q8TCT1 whole entry, looked up): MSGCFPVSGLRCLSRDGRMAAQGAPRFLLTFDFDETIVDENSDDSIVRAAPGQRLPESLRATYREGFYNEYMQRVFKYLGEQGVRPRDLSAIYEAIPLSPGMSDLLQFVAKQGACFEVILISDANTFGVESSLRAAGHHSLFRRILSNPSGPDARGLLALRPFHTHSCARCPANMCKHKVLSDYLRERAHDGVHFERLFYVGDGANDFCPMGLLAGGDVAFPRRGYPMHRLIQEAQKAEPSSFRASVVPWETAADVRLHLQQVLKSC
# IDE act – human IDE activators in live cells, primary screen, fluorescence polarization, HEK cells, FAbeta-B substrate | activation, % at 5.96 µM | hit rate 0.073% among 340,000 | FAbeta-B cleavage; 0% vehicle, 100% cell-free pure enzyme wells | Insulin-degrading enzyme (Homo sapiens), P14735;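 active = activation above the mean of all tested compounds plus 3 SD, set per screening campaign, cut at about 17% in these data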
# IDE cell inh – human IDE inhibitors in live cells, primary screen, fluorescence polarization, HEK cells, FAbetaB substrate; AID 434962, 2010; inhibition, % at 5.59 µM; FAbetaB cleavage; hit rate 0.41% among 320,000; Insulin-degrading enzyme (Homo sapiens), P14735;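 active = percent inhibition above the average of all tested compounds plus 3 SD, set per screening campaign, cut at about 16% in these data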;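 also: IDE supplied by intact live HEK cells; FP after avidin binding of uncleaved biotin substrate so inhibition keeps polarization high; 0% = DMSO wells and 100% = 60 µM reference IDE inhibitor Ii1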
# CRFR2-BP ag – agonists of CRF-BP/CRF-R2 complex, primary screen, cell-based, HEK293, calcium dye fluorescence, uHTS | activation, % at 13.2 µM | AID 588473, 2011 | hit rate 0.46% among 350,000 | calcium dye fluorescence (FLIPR); percent of saturating CRF peptide response | CRF-binding protein / CRF receptor 2 complex (human);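 active = activation of at least 50%, plus an integration ratio under a set limit after plate pattern correction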;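 also: plate controls were neutral control wells without compound for no effect and CRF at EC100 for full effect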
# CHRM4 PAM – human M4 muscarinic receptor positive allosteric modulators, primary screen, CHO-K1 cells, Fluo-8 calcium fluorescence. Muscarinic acetylcholine receptor M4 (Homo sapiens), P08173. CHO-K1 hM4/Gqi5, ACh EC20; 0% = ACh EC20, 100% = maximal ACh. activation, % at 3 µM. hit rate 0.4% among 360,000. AID 624126, 2012;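 active = activation above its plate's cutoff, the mean activation of sample wells plus 3 SD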; also: some results filed as inactive read as strong as hits
# Target sequence (P08173 whole entry, looked up): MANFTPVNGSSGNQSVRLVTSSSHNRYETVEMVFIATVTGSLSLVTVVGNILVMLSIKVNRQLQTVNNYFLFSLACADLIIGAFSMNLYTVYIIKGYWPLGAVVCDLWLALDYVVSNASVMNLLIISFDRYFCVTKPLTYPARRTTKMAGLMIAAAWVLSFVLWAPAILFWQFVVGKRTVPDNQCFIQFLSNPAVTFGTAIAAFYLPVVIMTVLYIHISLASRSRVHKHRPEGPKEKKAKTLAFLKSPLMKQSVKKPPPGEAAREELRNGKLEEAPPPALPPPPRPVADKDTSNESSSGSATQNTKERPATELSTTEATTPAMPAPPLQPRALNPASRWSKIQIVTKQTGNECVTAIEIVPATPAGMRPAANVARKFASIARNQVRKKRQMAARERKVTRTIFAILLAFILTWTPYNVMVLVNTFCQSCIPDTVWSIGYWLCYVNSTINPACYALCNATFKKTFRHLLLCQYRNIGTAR
# p-CIP stab down – p/CIP-EGFP fusion destabilizers, primary screen, fluorescence, F442A cells; Q05BA5; 16 h; hit rate 0.01% among 290,000; decrease of EGFP signal, % at 10 µM; AID 1984, 2009;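 active = EGFP signal decrease of at least 30% at 10 µM or well 3 SD below plate mean, unless failing retest; inactive = the rest, including hits failing retest or dose response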; also: some compounds called inactive have numbers as strong as hits; many of its hits are not listed in these tables
# CRFBP-R2 block – antagonists of CRF-BP/CRF-R2 complex, primary screen, cell-based, HEK293, calcium dye fluorescence, uHTS | inhibition, % at 11.8 µM | hit rate 0.59% among 350,000 | CRF-induced calcium fluorescence | AID 588475, 2011;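 active = inhibition of the ligand-induced calcium signal above about 50% at the single tested concentration, limit read from the data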
# Starred values were filed as active, the others as inactive; . = no result given.
IDE act,GalR3 antagonist,CHRM4 PAM,CRFBP-R2 block,PHOSPHO1 block,MEKK3 PB1 HTS,CRFR2-BP ag,p-CIP stab down,IDE cell inh,mol
6,-4,10,-10,48,102,0.9,7,-1,COc1cccc(COC(=O)C2CC(=O)N(Cc3ccco3)C2)c1OC (configuration not stated)
-1,-6,11,-26,.,.,3.0,.,.,N#C/C(=C/C1=C(N2CCOCC2)C(=C/c2cccc([N+](=O)[O-])c2)/CC1)C(=O)Nc1ccccc1F
-2,-4,15,1,-14,105,1.4,4,-2,CC(C(=O)Nc1ccccc1Oc1ccccc1)c1ccccc1 (configuration not stated)
12,-1,-1,26,-25,102,-1.1,0,8,CCN(CC)S(=O)(=O)c1ccc2c(c1)c(=O)c(C(=O)NCCCN(C)c1ccccc1)cn2C
5,-11,-3,-9,29,109,0.4,2,.,O=c1ccc(-c2ccccc2)nn1Cc1ccccc1F
3,-2,-5,-3,-11,101,-5.9,-3,-2,Cc1cc(NC(=S)Nc2cccc3ccccc23)n[nH]1
3,-1,-7,-127,-4,96,4.3,4,-5,N#C/C(=C\c1ccccc1)C(=O)N(c1ccccn1)C1CCCCC1
0,-5,-10,-3,40,106,1.4,7,-6,COc1cccc(CC2(CO)CCCN(CC3=Cc4cc(OC)ccc4OC3)C2)c1 (configuration not stated)
0,-5,3,6,-18,99,-1.0,-4,2,CCOc1cc(N2CCOCC2)c(OCC)cc1NC(=O)COC(=O)[C@@H]1CCCN1S(=O)(=O)c1ccccc1F
4,-5,-5,10,10,108,-2.3,-1,6,Cc1cc(NC(=O)CSc2nnc(C(C)N(C)C)n2Cc2ccccc2)no1 (configuration not stated)

# Full records from above. Values in the order: IDE act	GalR3 antagonist	CHRM4 PAM	CRFBP-R2 block	PHOSPHO1 block	MEKK3 PB1 HTS	CRFR2-BP ag	p-CIP stab down	IDE cell inh
# CCN(CC)S(=O)(=O)c1ccc2c(c1)c(=O)c(C(=O)NCCCN(C)c1ccccc1)cn2C across the screens: 12	-1	-1	26	-25	102	-1.1	0	8
# Cc1cc(NC(=S)Nc2cccc3ccccc23)n[nH]1 across the screens: 3	-2	-5	-3	-11	101	-5.9	-3	-2
# CC(C(=O)Nc1ccccc1Oc1ccccc1)c1ccccc1 (configuration not stated) across the screens: -2	-4	15	1	-14	105	1.4	4	-2
# CCOc1cc(N2CCOCC2)c(OCC)cc1NC(=O)COC(=O)[C@@H]1CCCN1S(=O)(=O)c1ccccc1F across the screens: 0	-5	3	6	-18	99	-1.0	-4	2
# Cc1cc(NC(=O)CSc2nnc(C(C)N(C)C)n2Cc2ccccc2)no1 (configuration not stated) across the screens: 4	-5	-5	10	10	108	-2.3	-1	6

# Following part
IDE act,GalR3 antagonist,CHRM4 PAM,CRFBP-R2 block,PHOSPHO1 block,MEKK3 PB1 HTS,CRFR2-BP ag,p-CIP stab down,IDE cell inh,mol
3,-8,-1,-10,-10,94,0.2,2,2,COc1ccccc1OCCSc1nnc(CNC(=O)c2ccco2)n1C
1,-4,4,5,27,95,0.5,-13,1,Cc1cc(N)n2nc(C(F)(F)F)nc2n1
1,-1,-8,-3,-9,98,2.0,-9,2,Cc1ccccc1N=Cc1c(O)n(-c2nccs2)c(=O)c2ccccc12
3,-11,3,10,12,100,-0.7,0,0,O=S(=O)(Nc1ccc(S(=O)(=O)N2CCCC2)cc1)c1ccc(F)cc1
1,-7,-8,3,25,104,0.1,-7,-5,CCOC(=O)C(Cc1ccccc1)c1ccnc2nc(N)nn12 (configuration not stated)
3,3,-10,-1,-5,99,3.7,4,6,CC1CCN(C(=S)Nc2ccc3nc4n(c(=O)c3c2)CCCCC4)CC1
0,-5,-3,-14,39,104,-1.1,-17,7,C=CCN(CC=C)C(=S)Nc1cc(Cl)ccc1OC
0,-9,3,-4,20,107,0.6,-3,5,O=C(Nc1ccccc1Cl)c1ccc(=O)[nH]n1
-3,3,-7,5,-17,108,-1.4,-3,5,O=C(c1ccc(Cl)c(S(=O)(=O)N2CCc3ccccc3C2)c1)N1CCN(c2ccccc2)CC1
0,-2,-1,-5,0,100,0.1,-5,12,O=C1C2C3C=CC(C3=C(c3ccccc3)c3ccccc3)C2C(=O)N1CCO (configuration not stated)
0,.,3,22,-9,110,-1.9,7,4,O=C(CSc1nc2c(c(=O)n1-c1ccccc1)SCC2)N1CCOCC1
3,-3,-3,16,19,104,-0.6,-18,-7,O=C(CN1CCN(c2ccccc2)CC1)N1N=CCC1c1ccccc1 (configuration not stated)
1,0,22*,3,.,.,-0.9,.,-4,COc1cc(C(=O)OCc2cccc(OC)c2OC)ccc1OCC(=O)N1CCOCC1
-142,-2,-12,-30,-149,96,57*,-17,3,COC(=O)CN1C(=O)S/C(=C/c2ccc(N3CCCCC3)o2)C1=O
7,-2,-2,3,30,105,-5.5,9,0,Cc1ccc(SCC(=O)NCCCc2ccccc2)cc1
4,-5,-5,-151,28,116,45,3,1,CN(C)CCCN(C(=O)c1ccc(S(=O)(=O)N2CCc3ccccc3C2)cc1)c1nc2ccc(F)cc2s1
5,-7,-4,0,36,95,-0.3,-14,1,O=C(NCC1CCCCC1)c1cccnc1Cl
2,-3,2,-43,21,105,-8.5,0,10,CC12CCC(C(=O)Nc3cc(Cl)ccc3Cl)(C(Br)C1=O)C2(C)C (configuration not stated)
-9,-9,-2,-75,-8,97,0.0,-1,7,Cc1nnc2sc(-c3ccc(NC(=O)CSc4ccc(Cl)cc4)cc3)nn12
1,-1,63*,-15,-6,98,0.5,1,-3,Cc1nc2sc(C(=O)c3ccccc3)c(N)c2c2c1CCCC2
3,-5,5,11,-13,99,-0.3,12,-2,COC(OC)C(C)NC(=O)NC(=O)c1ccccc1Cl (configuration not stated)
-5,0,0,5,7,102,-1.5,-10,2,CC1(C)SC2c3ccccc3C(=O)N2[C@@H]1C(=O)NC1CC1 (some centres not stated)
-1,-7,3,12,1,97,-3.0,3,-10,O=C(Nc1ccc2c(c1)OCO2)C1CCN(S(=O)(=O)c2ccc3c(c2)OCCO3)CC1
5,3,-4,0,.,.,0.3,.,-1,CCc1cc2c(SCC(=O)NCC3CCCO3)ncnc2s1 (configuration not stated)
.,-4,-6,17,41,106,2.3,-2,9,COC(=O)/C=C1/SC(=Nc2ccc(Cl)c(Cl)c2)NC1=O
-1,-3,10,-1,21,97,2.1,7,3,O=C(CN1C(=O)C2CC=C(Cl)CC2C1=O)N1CCOCC1 (configuration not stated)
3,1,-4,17,36,101,-1.9,-6,-2,COc1ccc(N2CCN(c3ccc(S(=O)(=O)N(C(C)C)C(C)C)cn3)CC2)cc1
1,-9,-9,14,21,.,0.3,-1,5,CCc1cccc(CC)c1NC(=O)C1SC(=Nc2ccccc2C)C(c2nc3ccccc3s2)=C1N (configuration not stated)
7,-5,4,-6,-109,106,-0.7,-6,10,O=C(Cc1ccccc1)N/N=C/C=C/c1cccc([N+](=O)[O-])c1
8,-4,-4,-8,32,99,0.8,-5,-1,O=C(O)c1ccc(-n2c(=O)c3ccccc3c3ccccc3c2=O)cc1
2,1,-5,3,-14,99,-0.6,-21,-1,C=CCn1c(Cc2cccs2)nnc1SCC(=O)Nc1ccc(OC)c(OC)c1
6,2,8,-13,.,.,0.8,.,2,O=C(NCCS(=O)(=O)N1CCN(c2ccccc2F)CC1)c1cccs1
1,-2,-6,15,29,110,1.3,-8,-2,COc1ccc(Br)cc1CN1CCC(N2CCCC2)CC1
-5,1,6,16,9,103,-0.1,-2,1,Cc1ccc(S(=O)(=O)N2C3C=CC(C3)C2C(=O)O)cc1 (configuration not stated)
7,-3,4,26,25,101,0.1,-1,-2,C=CCN(c1ccc(C(=O)N2CCN(c3ccc(F)cc3)CC2)cc1)S(C)(=O)=O
-3,-7,-2,5,32,106,1.9,-10,0,O=C(O)CCCNC(=O)CCCn1nnc2ccccc2c1=O
3,-3,-9,5,-2,89,-2.6,9,-4,COc1ccc(NC(=O)C2=C(C)NC(=O)NC2c2cccc(OC)c2OC)c(OC)c1 (configuration not stated)
9,-5,6,12,-6,102,0.1,-5,-3,COCCCNC(CC(=O)Nc1ccc(OC)cc1OC)C(=O)O (configuration not stated)
-4,1,2,12,24,104,-0.2,5,0,O=C(O)C1CC=CCC1C(=O)NNc1ccccc1 (configuration not stated)
0,3,1,-2,3,95,0.1,-8,1,COCCCNC(=O)Cn1nnc(-c2ccccc2NC(=O)c2ccccc2F)n1
3,-4,10,10,43,76,-1.0,-6,-2,CCOC(=O)C1=C(C)NC(SCC(=O)O)=C(C#N)C1c1ccco1 (configuration not stated)
9,1,6,12,36,101,1.1,-1,-3,Cc1cc(C(=O)NC2CC(C)(C)Cc3c2cnn3-c2ccccc2C)c(C)o1 (configuration not stated)
0,-3,-1,-90,23,92,22,-10,3,CC(C)N1CCc2c(sc(NC(=O)c3ccc(C(=O)c4ccccc4)cc3)c2C(N)=O)C1
3,-4,4,15,52,98,-0.9,-11,-4,CC(C)(C)NC(=O)C(c1ccccn1)N(C(=O)C1CSC(=O)C1)c1ccccc1F (configuration not stated)
0,-5,3,8,.,.,-1.9,.,1,O=C(COC(=O)c1cc(Cl)ccc1O)NNC(=O)c1ccc([N+](=O)[O-])cc1
-1,-3,10,-2,18,99,0.8,-11,-2,CC(=C\C(=O)O)/C(=C/c1ccc(C)o1)C(=O)O
-2,-5,3,0,10,104,-0.9,-4,2,CC(c1nnc(SCC(=O)Nc2sccc2C#N)n1-c1ccc(Cl)cc1)N(C)C (configuration not stated)
0,3,-4,12,16,95,-1.8,4,-4,CCCN(CCC)C(=O)Nc1cc(Cl)ccc1OC
-22,-4,-1,-19,37,90,-1.8,-7,51*,Cc1cccc(C(=O)Nc2ccnc(-c3ccncc3)n2)c1
-3,-6,4,4,-4,105,-3.1,-4,-5,C=CCNC(=O)C1(c2ccccc2)CC1(Cl)Cl (configuration not stated)

# Additional records.
IDE act,GalR3 antagonist,CHRM4 PAM,CRFBP-R2 block,PHOSPHO1 block,MEKK3 PB1 HTS,CRFR2-BP ag,p-CIP stab down,IDE cell inh,mol
.,.,.,.,16,96,.,-14,1,O=C(NC1CCS(=O)(=O)C1)c1cccnc1 (configuration not stated)
2,-7,-2,8,1,96,2.0,5,1,O=C(NNC1CC(=O)N(c2ccc(Br)cc2)C1=O)c1cccnc1 (configuration not stated)
5,-5,-1,0,-4,114,-0.3,-4,1,CCc1ccc2c(c1)C1(SC(NC(C)=O)=NN1C(C)=O)C(=O)N2C(C)C (configuration not stated)
-6,-7,-17,1,15,110,-0.6,-6,4,CC(=O)c1cccc(CN2CCN(C3CCCC3)C(CCO)C2)c1 (configuration not stated)
2,-5,-1,4,.,.,0.5,.,-2,Cc1cc(C)c(NC(=O)COc2cccnc2[N+](=O)[O-])c(C)c1
8,-9,6,13,20,107,0.7,-18,7,COc1ccc(C(=O)Nc2ccnc(-c3cccnc3)n2)cc1
7,0,-1,-8,25,70,0.6,-2,-3,O=C(NC1CCSC1)c1cccc(Cl)c1 (configuration not stated)
1,-4,-4,5,56,103,-1.0,-1,3,Cc1cc(C)cc(OCC(=O)NCc2cc(C)nc3ccccc23)c1
-1,2,-4,-4,21,105,1.0,-4,-1,CN1CCN(NC(=O)NC2CCCCC2)CC1
